Screening results from PubChem BioAssay.
ABHD5 PLIN5 PPI – inhibitors of human ABHD5-perilipin-5 interaction; inhibition, % at 4 µM; Q00G26+Q8WTS1; AID 602281; hit rate 0.78% among 360,000; Split G. princeps luciferase complementation, luminescence, 4 h;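 active = inhibition above the mean inhibition across every tested compound plus 3 SD, cut at about 22% in these data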;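 note: 0% = DMSO only wells and the 100% control is not disclosed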
MC4R antag cAMP – human MC4R antagonism in cAMP assay; AID 540295; hit rate 0.48% among 360,000; inhibition, % at 6.5 µM; MC4R-expressing cells, MTII-stimulated cAMP, LANCE TR-FRET; P32245;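 active = inhibition above its plate's cutoff, the mean of tested wells on that plate plus 3 SD, cut at about 29% in these data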;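 note: 0% = Melanotan II alone and 100% = Melanotan II plus saturating MCL0020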
Target sequence (P32245 whole entry, looked up): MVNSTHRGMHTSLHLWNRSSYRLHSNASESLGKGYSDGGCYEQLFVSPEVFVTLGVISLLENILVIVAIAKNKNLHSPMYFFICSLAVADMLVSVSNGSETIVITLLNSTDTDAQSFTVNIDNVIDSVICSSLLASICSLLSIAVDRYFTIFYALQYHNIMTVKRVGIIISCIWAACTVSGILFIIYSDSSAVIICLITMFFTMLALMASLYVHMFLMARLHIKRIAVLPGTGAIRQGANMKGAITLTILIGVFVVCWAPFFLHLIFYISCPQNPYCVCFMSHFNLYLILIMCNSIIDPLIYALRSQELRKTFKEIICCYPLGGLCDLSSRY
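Assay system: U2OS-MC4R stable cell line; Also added: Melanotan II; Technique: Eu-cAMP/anti-cAMP TR-FRET, emission 671 nm; Times: 30-min compound, 1-h challenge, 1-h detection, room temperature.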
SRC3 inh – human NCOA3 inhibition; hit rate 0.17% among 360,000; HEK293 GAL4-SRC3 luciferase reporter, luminescence; AID 588352; inhibition, % at 3.6 µM; Q9Y6Q9;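 active = inhibition above a per-campaign cutoff, the mean of all compounds plus 3 SD, cut at about 60% in these data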;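 note: 0% = DMSO-treated cells and 100% = gossypol-treated cells at 36 µM; higher means less SRC3-driven luciferase light from the GAL4 reporter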
SRC1 inh – inhibitors of human steroid receptor coactivator 1 (SRC1). HEK293 GAL4-SRC1 luciferase reporter, luminescence. inhibition, % at 3.6 µM. hit rate 0.12% among 360,000;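 active = inhibition above the campaign mean plus 3 SD, with each screening campaign given its own cutoff, cut at about 60% in these data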;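 note: 0% = DMSO treated cells and 100% = gossypol at 36 µM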
MC4R ag barr – human MC4R agonism via beta-arrestin; activation, % at 8.9 µM; AID 540308; hit rate 0.98% among 360,000; U2OS MC4R beta-arrestin complementation, luminescence; percent of melanotan II response, DMSO zero; P32245;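 active = activation above a per-plate cutoff, the mean activation of sample wells on that plate plus 3 SD, cut at about 8% in these data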
COUP-TFII inh – NR2F2 (human) inhibition, primary screen. P24468. hit rate 0.7% among 370,000. inhibition, % at 8.6 µM. AID 686940. HEK293T NGFI-A luciferase reporter, luminescence;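 active = inhibition above a per-plate cutoff, mean inhibition of test wells between control levels plus 3 SD, cut at about 38% in these data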;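 note: cells cotransfected with COUP-TFII expression vector driving the NGFI-A reporter; 0% = median of COUP-TF2 test wells and 100% = reporter-only cells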
NR5A2 inv ag – suppresses constitutive activity of human LRH-1 | AID 602396 | inhibition, % at 3.6 µM | O00482 | hit rate 0.13% among 360,000 | HEK293T StAR-luciferase reporter, LRH-1 transfected, 24 h;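 active = inhibition above the mean inhibition of all tested compounds plus 3 SD, cut at about 73% in these data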;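 note: 0% = DMSO wells and 100% = reporter-only cells lacking LRH-1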
Target sequence (O00482 whole entry, looked up): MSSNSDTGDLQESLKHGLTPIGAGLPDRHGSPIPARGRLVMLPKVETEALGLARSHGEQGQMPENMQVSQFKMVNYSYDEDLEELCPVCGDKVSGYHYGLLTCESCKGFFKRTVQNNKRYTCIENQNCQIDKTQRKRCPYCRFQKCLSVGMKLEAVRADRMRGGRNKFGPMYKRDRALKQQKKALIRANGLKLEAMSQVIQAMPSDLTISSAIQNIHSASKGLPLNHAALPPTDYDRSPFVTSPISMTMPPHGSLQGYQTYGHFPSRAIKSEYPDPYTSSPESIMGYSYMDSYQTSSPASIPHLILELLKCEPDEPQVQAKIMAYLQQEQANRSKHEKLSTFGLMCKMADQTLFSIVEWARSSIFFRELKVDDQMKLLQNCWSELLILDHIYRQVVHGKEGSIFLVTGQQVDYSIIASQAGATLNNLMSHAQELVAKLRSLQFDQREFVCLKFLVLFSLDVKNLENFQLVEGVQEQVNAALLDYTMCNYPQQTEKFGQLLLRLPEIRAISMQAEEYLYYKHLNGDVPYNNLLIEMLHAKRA
EBV LMP1 NFkB – reduces LMP1-driven NF-kappaB luciferase signal; LMP1-induced NF-kappaB luciferase reporter cells, luminescence; inhibition, % at 12.5 µM; hit rate 0.69% among 350,000; AID 504558; in the data active = inhibition above about 41%;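 note: 0% = neutral control wells and 100% = reference inhibitor control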
NCOA2 inhibitor – human SRC2 (NCOA2) inhibition; inhibition, % at 9 µM; AID 651957; HEK293 GAL4-SRC2 luciferase reporter, luminescence; Q15596; hit rate 0.17% among 370,000;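 active = inhibition above the mean inhibition of all tested compounds plus 3 SD, set per campaign, cut at about 52% in these data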;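 note: 0% = DMSO treated cells and 100% = cells given Gossypol at 36 µM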
NOD2-RIPK2 inh – blocks binding of human NOD2 to RIPK2. CHO BLA complementation NOD2-RIPK2, CCF4 ratio. AID 624267. inhibition, % at 4.98 µM. hit rate 0.38% among 360,000; in the data active = inhibition above about 21%;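 note: 0% = vehicle only and 100% = reference blocker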
TLR9-MyD88 block – inhibitors of human TLR9-MyD88 binding | hit rate 0.21% among 340,000 | inhibition, % at 4.98 µM | CHO BLA complementation TLR9-MyD88, CCF4 FRET ratio | AID 504734;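 active = inhibition above the mean over all tested compounds plus 3 SD, cut at about 21% in these data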;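 note: 0% = DMSO only wells and 100% = clavulanate BLA inhibitor control wells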
* = called active by the depositor; x = not tested or not shown; & = joins results of further samples. These rows are one share of the data; rates above refer to the full screens.

SMILES	ABHD5 PLIN5 PPI	MC4R antag cAMP	SRC3 inh	SRC1 inh	MC4R ag barr	COUP-TFII inh	NR5A2 inv ag	EBV LMP1 NFkB	NCOA2 inhibitor	NOD2-RIPK2 inh	TLR9-MyD88 block
NC(=O)c1cc(S(=O)(=O)NCCCc2ccco2)cs1	5	7	19	18	-1.9	12	14	11	3	-12	-5
Cc1cc(C)cc(NC(=O)c2sc3nc(C)cc(C)c3c2N)c1	-13	-4	-63	-39	0.9	-27	-73	-16	-99	-4	3
COc1ccc(OC)c(C(=O)C2COC(=O)C2)c1 (stereo not given)	7	-1	-3	-2	0.6	2	-5	-2	0	-8	4
COc1ccccc1CN1CCNC(=O)C1CC(=O)N(C)Cc1nc(C)cs1 (stereo not given)	-9	0	6	-12	-1.1	-26	3	6	11	-10	-1
C=CCn1c(SCC(=O)N(CC)C2CCS(=O)(=O)C2)nc2ccccc2c1=O (stereo not given)	-1	6	9	-10	1.0	1	-17	-6	-9	-11	-23
COc1ccc(NC(=O)CSC2=NC(=O)CC(C)=N2)cc1	-10	-2	4	8	-0.9	-2	14	5	1	-2	2
O=C(CSc1ccc2ccccc2c1)NCCc1ccc(O)c(O)c1	7	13	-14	-32	-2.6	9	-27	4	13	4	6
O=C(NCc1ccc2c(c1)OCO2)C(=O)NCC1OCCCN1S(=O)(=O)c1cc(F)ccc1F (stereo not given)	5	5	-25	-12	-2.1	9	5	-3	0	8	-8
CCc1ccccc1Nc1nc(N)nc(COC(=O)c2cccn2C)n1	-8	5	-145	-101	-1.2	-49	-5	-9	-52	-1	1
CCN1CCN(/C=N/c2nc(C)cs2)CC1	-19	1	-47	-55	-1.6	-4	-20	-6	-23	-5	0
COc1ccc(Cc2nnc(NC(=O)c3cccs3)s2)cc1	-1	18	-23	-15	-0.2	3	-2	-5	-5	-2	4
CCOC(=O)C(=CNc1cccc(C)n1)C(=O)OCC	1	4	7	1	-1.9	2	3	0	-14	-11	2
O=C(c1ccccc1NS(=O)(=O)c1ccc(F)cc1)N1CCCC1	-3	8	7	9	-1.1	-33	14	-17	8	-8	-4
CC(C)(C)C(=O)Nc1ccc(C(=O)N/N=C/c2ccccc2OC(=O)c2ccc(Cl)cc2)cc1	-6	18	33	15	0.7	8	-7	5	33	-9	-8
COC(=O)C(Cc1ccc(O)cc1)NC(=O)c1ccccc1OC (stereo not given)	-7	24	11	-2	-1.5	-10	-6	0	-5	-5	4
COc1ccc(CCN(C)C(=O)c2ccc(S(=O)(=O)NCc3ccco3)cc2)cc1OC	3	3	-7	2	-0.1	-6	13	5	11	2	0
COc1ccc(-c2nnc3cccc(Cl)n23)c(OC)c1	1	2	5	-22	-0.7	-4	1	0	4	-4	5
O=C(O)c1cc(S(=O)(=O)N2CCCCC2)ccc1Cl	5	-3	-2	1	0.3	7	20	-5	8	-15	-6
Cc1cccc(NC(=O)Cn2nc(C(F)(F)F)cc2C2CC2)c1	-9	8	17	6	5.7	x	0	-10	x	4	-8
CCOc1ccc(C(O)c2nccn2Cc2ccccc2)cc1 (stereo not given)	-1	5	-20	-2	-1.0	-7	1	1	12	-5	-6
Cc1ccc(C(=O)Nc2cccc(C(=O)NC3CCCCC3)c2)cc1	2	12	16	-6	-2.4	3	1	-3	12	2	4
O=C(c1ccccc1)N1CCN(S(=O)(=O)c2ccccc2)CC1	1	9	9	-57	0.0	-4	-3	-4	19	31*	-9
O=C1c2cccc3cccc(c23)C(=O)N1c1ccccc1Cl	-2	-21	-22	-18	1.6	0	8	5	14	1	-4
COc1c(/C=N/NS(=O)(=O)c2ccc(C)cc2)c(CCN(C)C(C)=O)cc2c1OCO2	0	6	1	2	0.1	5	4	-10	-29	-7	-2
O=c1ccccn1CCOc1ccccc1Cl	6	-3	-10	-12	-0.8	-6	-12	-6	-20	-13	-13
COCCNc1nc(-c2ccc(OC)cc2C)c2sc(-c3ccccc3)cc2n1	-3	-24	-5	14	-0.3	-4	-1	x	-8	4	x
O=C(Nc1ccc(F)cc1)C(c1cccc(F)c1)N1CCN(c2cccc(C(F)(F)F)n2)CC1 (stereo not given)	-13	x	x	x	x	1	21	x	4	5	x
CC(=O)c1ccc(N2CCN(C(=O)C3CCCN3S(=O)(=O)c3cccc4nsnc34)CC2)cc1 (stereo not given)	-7	12	-34	-7	-0.6	7	7	-6	-6	-1	3
COc1cccc(OCC(O)CN2CCN(C)CC2)c1 (stereo not given)	-3	-3	-8	-33	-1.1	15	5	3	9	-5	-4
COc1ccc(NC(=O)CN(C)S(=O)(=O)c2cnc[nH]2)cc1	6	-4	5	15	-2.6	-2	5	x	-17	-1	6
Cc1ccc(CC(=O)Nc2nncs2)cc1	5	5	-4	-6	-2.5	-1	-6	0	-30	5	0
ClCC(CNCc1ccccc1)c1ccccc1 (stereo not given)	7	-2	4	12	1.1	-9	13	-2	-17	-43	4
COc1nc(-c2ccccc2)ncc1S(=O)(=O)c1ccccc1	-11	-1	12	14	-2.5	-21	0	-12	1	6	-12
CCN(CCCNC(=O)CSc1cc(=O)n(C)c2cc(Cl)ccc12)Cc1ccccc1	4	-2	9	12	-2.7	-11	12	0	-3	1	3
O=[N+]([O-])c1cccc(/C=N/n2cnnc2)c1O	0	18	25	-1	-1.0	-40	6	5	18	2	-6
S=c1[nH]nc(-c2ccccn2)n1/N=C/c1ccc(-c2ccccc2Cl)o1	-9	6	9	7	-2.6	8	16	11	1	-3	3
Cc1cc(C)cc(-n2nnn(C3C/C(=N/NC(N)=S)C4OCC3O4)c2=S)c1 (stereo not given)	2	13	0	-9	-1.0	3	4	1	-3	-10	-4
CCN(c1ccccc1)S(=O)(=O)c1ccc(C(=O)Nc2nnc(C3CC3)o2)cc1	1	-8	17	24	-2.8	17	28	13	-20	-7	3
O=C(O)CCC(=O)NCCn1c(-c2ccccc2)csc1=Nc1ccccc1	4&-4	-1&19	5&-8	-15&-39	-0.4&0.9	-15	-4&-13	-20&-17	6	-13&-25	-7&1
COc1cccc(-c2cnc(C(O)c3cc(F)cc(Cl)c3)[nH]2)c1 (stereo not given)	-4	4	5	5	-0.4	4	-20	x	-16	-2	x
CC(=O)c1ccc(N2CCN(Cc3cc(=O)n4c(-c5ccccc5)csc4n3)CC2)cc1	-9	-3	-1	-22	-2.1	21	-4	8	-2	5	-15
O=C(Nc1nccs1)C1=COCCO1	-5	5	-15	-18	-1.5	-5	-22	24	-7	0	5
CN1CCN(c2cc(N3CCN(C(=O)c4ccco4)CC3)c3c4c(onc24)-c2ccccc2C3=O)CC1	6	3	-7	9	-1.8	x	11	3	x	-4	-5
CCOc1ccc(Br)cc1CNc1ccc2c(c1)OCCO2	-4	-4	3	2	1.3	-1	6	27	17	4	6
CC1=C(C)/C(=N\OS(=O)(=O)c2ccccc2)C=CC1=O	62*	23	26	-36	0.2	x	14	-11	x	76*	19
COc1ccc(-c2nc(SCC(=O)N(CC(C)C)c3c(N)n(Cc4ccccc4)c(=O)[nH]c3=O)n[nH]2)cc1	1	1	4	-8	-3.0	21	-13	-7	-1	-5	-8
Cc1cc(NC(=O)CSc2nc3sc4c(c3c(=O)n2C)CCCC4)no1	4	11	-5	-5	0.9	11	14	4	-6	-1	-6
O=C(NCCC1=CCCCC1)c1ccc(Cl)c(S(=O)(=O)N2CCCCC2)c1	2	-9	9	10	3.6	26	14	6	-5	-14	-4
Cn1nnnc1SCC(=O)N(C1CCCCC1)C1CCCCC1	4	10	18	-12	-0.9	14	-1	-5	1	-7	0
CCC(C)(C)NC(=O)CN(C(=O)CCC(=O)Nc1cc(C)ccn1)c1ccc2c(c1)OCCO2	4	8	8	-8	-1.6	2	-1	7	6	-11	8
Cc1cc(NCCCO)n2nc(-c3cccs3)cc2n1	-8	-5	-5	-7	-2.0	-6	18	1	-34	-4	5
CCOC(=O)C1CCN(c2nc3ccccc3n2CC(=O)c2ccccc2)CC1	1	-3	20	-2	-4.1	11	8	0	-19	-2	3
O=C(O)/C(=C\c1cn(-c2ccccc2)nc1-c1cccnc1)NC(=O)c1ccccc1	2	-4	13	-20	-1.2	9	6	-4	11	0	-7
CCC(CC)C(=O)Nc1nnc(S(=O)(=O)Nc2ccc(OC)cc2)s1	1	-2	21	4	-1.4	-2	0	-7	-12	-2	-14
Cc1ccc(NC(=O)C2CCN(C(=O)c3ccc(Cl)cc3)CC2)nc1	-1	7	-7	-3	-1.9	-24	8	-9	10	-1	-1
CCCOc1ccc(C(=O)Nc2ccc(C)cc2[N+](=O)[O-])cc1	4	-8	-3	-18	2.0	-2	-5	-21	-17	0	2
COc1cc(C)c(C(N)=O)c(OC)n1	-8	1	1	-4	-2.0	10	-3	-5	-1	-4	3
Cc1ccc(C)n1-c1ccccc1N1CCCCC1	1	7	-6	0	-2.7	6	0	9	9	-11	-2
COc1ccc(C2CC(c3cccs3)=NN2C(=O)CSc2nnc(N)s2)cc1OC (stereo not given)	8	-4	16	8	0.0	7	13	5	-11	-7	11
CNC(=S)N1CCN(S(=O)(=O)c2ccc3ccccc3c2)CC1	-3	10	14	-29	-2.1	16	6	-2	-8	-3	-1

3 structures already listed, sorted by length of the SMILES, low to high.
SMILES	ABHD5 PLIN5 PPI	MC4R antag cAMP	SRC3 inh	SRC1 inh	MC4R ag barr	COUP-TFII inh	NR5A2 inv ag	EBV LMP1 NFkB	NCOA2 inhibitor	NOD2-RIPK2 inh	TLR9-MyD88 block
Cn1nnnc1SCC(=O)N(C1CCCCC1)C1CCCCC1	4	10	18	-12	-0.9	14	-1	-5	1	-7	0
COc1ccc(NC(=O)CN(C)S(=O)(=O)c2cnc[nH]2)cc1	6	-4	5	15	-2.6	-2	5	x	-17	-1	6
COc1c(/C=N/NS(=O)(=O)c2ccc(C)cc2)c(CCN(C)C(C)=O)cc2c1OCO2	0	6	1	2	0.1	5	4	-10	-29	-7	-2

(list continues)
SMILES	ABHD5 PLIN5 PPI	MC4R antag cAMP	SRC3 inh	SRC1 inh	MC4R ag barr	COUP-TFII inh	NR5A2 inv ag	EBV LMP1 NFkB	NCOA2 inhibitor	NOD2-RIPK2 inh	TLR9-MyD88 block
COc1ccccc1N/N=C/c1ccc2c(c1)OCO2	0	-5	-6	-22	-3.3	4	3	-14	31	0	6
CCCNc1c(NS(=O)(=O)c2ccc(Cl)s2)c(=O)oc2ccccc12	-3	-3	15	19	1.1	-13	9	1	-2	-8	-4
Cc1cccc(NC(=O)c2ccc([N+](=O)[O-])o2)n1	-1	-4	21	-6	-2.3	-9	50	-14	-28	0	9
CC(=O)N=c1sc2c3ccccc3ccc2n1C	-6	-6	-20	-8	-0.1	-4	28	-23	-6	-4	-5
Cc1ccc(-c2csc(NC(=O)Cc3cccs3)n2)cc1C	-7	6	-60	-34	-1.1	-22	-56	-22	-31	5	4
